APP 5UTR inh: APP translation inhibition | SH-SY5Y APP 5'UTR-luciferase reporter, luminescence | inhibition, % at 2 µM | 0.82% of 190,000 active;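 active = inhibition above a set limit, derived from the sample mean plus 3 SD, cut at about 45% in these data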; note: values of inactives mirror those of a sister screen read the other way
Hsp70 activator: Hsp70 transcriptional activation, primary screen; HeLa Hsp70 promoter luciferase reporter, luminescence; scaled: vehicle 0, proteasome-inhibitor control 100%; activation, % at 10 µM; 0.04% of 200,000 active; AID 1203;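 active = activation above the mean across all tested compounds plus 3 SD, cutoff set per campaign, cut at about 5.5% in these data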;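 note: 100% = MG132 at 30 µM as the positive control and 0% = DMSO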
NF-kB expr up: NF-kB expression increase, human neuronal cells; NF-kB reporter expression; hits give high values; fold change at 12.5 µM; 1.6% of 190,000 active; in the data active = fold change above about 3.3
FLuc inh counter: Photinus pyralis luciferase inhibition counter-screen. P08659. ATPLite firefly luciferase biochemical luminescence, 10 min. inhibition, % at 10 µM. 1.5% of 200,000 active;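 active = inhibition above about 50% when tested at 10 µM, limit read from the data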
Target sequence (P08659 whole entry, looked up): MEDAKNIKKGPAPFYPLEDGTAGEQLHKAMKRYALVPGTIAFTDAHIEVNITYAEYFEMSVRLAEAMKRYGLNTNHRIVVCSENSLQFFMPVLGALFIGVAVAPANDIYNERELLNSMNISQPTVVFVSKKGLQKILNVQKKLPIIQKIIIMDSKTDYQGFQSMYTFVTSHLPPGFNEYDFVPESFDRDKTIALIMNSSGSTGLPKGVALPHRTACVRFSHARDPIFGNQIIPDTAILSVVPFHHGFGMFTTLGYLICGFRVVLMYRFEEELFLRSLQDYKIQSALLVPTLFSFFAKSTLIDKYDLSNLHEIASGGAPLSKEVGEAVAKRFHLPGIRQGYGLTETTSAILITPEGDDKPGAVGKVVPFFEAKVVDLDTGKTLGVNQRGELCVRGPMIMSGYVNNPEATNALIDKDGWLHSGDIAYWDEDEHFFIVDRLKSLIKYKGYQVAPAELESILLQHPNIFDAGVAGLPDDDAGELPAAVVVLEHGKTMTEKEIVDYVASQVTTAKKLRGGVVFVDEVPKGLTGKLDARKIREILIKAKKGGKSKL
RAM inhibit: blocks the yeast RAM network | S. cerevisiae dse1pr::URA3 reporter, 5-FOA growth OD615, 2 d; analog-sensitive cbk1-as2 kinase mutant strain | inhibition, % at 50 µM | 1.8% of 190,000 active | AID 868;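 active = inhibition above a set limit, 3 SD over mean compound inhibition, cut at about 8.4% in these data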;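 note: 0% = DMSO-only wells with no growth and 100% = 10 µM 1-NA-PP1 full growth; inhibition rescues growth on 5-FOA so higher OD means more RAM inhibition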
APP 5'UTR act: APP 5'UTR luciferase reporter activation; SH-SY5Y APP 5'UTR luciferase reporter, luminescence; zero percent = DMSO vehicle wells; activation, % at 2 µM; 1% of 190,000 active; AID 1276;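 active = activation above a set limit, based on mean plus 3 SD of controls, cut at about 140% in these data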; note: values of inactives mirror those of a sister screen read the other way
STAT3 blocker: reduces IL-6 driven STAT3 reporter signal; U3A cells, IL-6 STAT3-luciferase reporter, luminescence; host cell line lacks STAT1; inhibition, % at 5.5 µM; 0.89% of 190,000 active; AID 862;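 active = inhibition above the mean inhibition across all screened compounds plus 3 SD, cut at about 44% in these data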;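 note: 0% = DMSO only wells and 100% = 100 µM nifuroxazide control wells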
STAT1 blocker: reduces IFN-gamma driven STAT1 reporter signal; 0.35% of 200,000 active; NIH 3T3 STAT1-luciferase reporter, luminescence; inhibition, % at 5.5 µM;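 active = inhibition above a set limit, the mean inhibition across all tested compounds plus 3 SD, cut at about 34% in these data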;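 note: 0% = IFN-gamma with DMSO and 100% = IFN-gamma with 300 µM nifuroxazide; values of inactives mirror those of a sister screen read the other way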
STAT3 activator: STAT3 signaling activation. 0.91% of 190,000 active. U3A cells, IL-6 STAT3-luciferase reporter, luminescence; 100% = signal with IL-6 EC80 alone. activation (% of control), % at 5.6 µM;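 active = activation above the screen-wide mean of compound activation plus 3 SD, cut at about 130% in these data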;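 note: 0% = background luminescence of wells with medium and substrate only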
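Test system: STAT3-luciferase reporter U3A cells; Detection: reporter luminescence signal; Times: 1 h compound pre-exposure, 6 h IL-6 stimulation, 37 °C; Benchmarks: IL-6-only high control; Also added: IL-6 stimulus at 33 ng/mL final.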
STAT1 activator: STAT1 signaling activation; NIH 3T3 STAT1-luciferase reporter, IFN-gamma, luminescence; 100% = IFN-gamma alone, no compound; activation (% of control), % at 5.5 µM; 2.6% of 200,000 active; AID 932;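 active = activation above the screen-wide mean activation plus 3 SD, cut at about 130% in these data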;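 note: raw ratio to IFN-gamma control signal so 100% means no change and 0% no light; values of inactives mirror those of a sister screen read the other way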
Numbers without * were called inactive; · = not tested or not shown.

SMILES	APP 5UTR inh	Hsp70 activator	NF-kB expr up	FLuc inh counter	RAM inhibit	APP 5'UTR act	STAT3 blocker	STAT1 blocker	STAT3 activator	STAT1 activator
CCNC(=O)Cn1cc(C#N)c2ccccc21	3	0.3	0.98	-3	-0.1	-3	-4	-1	106	104
COc1ccc2nc(C)cc(Nc3ccc(N4CCOCC4)cc3)c2c1	-2	0.4	1.2	-2	-0.1	3	6	-9	102	108
O=C(CSc1nc2ccccc2o1)Nc1cc(C(F)(F)F)ccc1N1CCOCC1	14	-0.1	0.84	-8	1.3	-14	3	-6	102	106
c1cncc(-c2nc(NCc3ccco3)c3ccccc3n2)c1	4	-0.2	0.8	1	0.3	-4	-26	-4	125	104
CCNC(=S)SCCOc1ccc(C)cc1	4	-0.3	1	4	-1.2	-4	-9	-1	105	101
COc1ccc(N2CCN(c3nc(Nc4ccc(C)c(F)c4)nc(N4CCCC4)n3)CC2)cc1	20	0.7	0.85	-5	0.8	-20	32	5	78	95
NC(N)=NC1=NC(=O)C(Cc2ccccc2)S1 (stereo not drawn)	-4	0.0	1.1	-2	-0.1	4	-8	1	108	97
O=C(NCCCN1CCN(Cc2ccccc2Cl)CC1)Nc1ccccc1	15	-0.4	1.1	-1	-0.5	-15	14	4	93	96
Cc1nc(C(C)NC(=O)CCc2nnc(CCCc3ccccc3)o2)c(C)s1 (stereo not drawn)	-38	0.4	3.2	-4	-0.1	38	-3	-52	108	149*
C/C(CC(C)(C)C1CCCCC1)=N\NC(N)=S	-3	-0.4	2.2	-2	-0.1	3	36	-17	73	116
Cc1ccc(N2CC(C(=O)Nc3ccccc3C(=O)NC3CCCCC3)CC2=O)cc1C (stereo not drawn)	-2	-0.1	·	·	·	2	2	-1	101	100
CCn1c(NCc2cccs2)nc2ccccc21	-16	0.0	1.2	-6	1.7	15	-2	-3	105	103
COc1cc(CN2CCNC(=O)C2CC(=O)N(C)Cc2cccnc2)cc(OC)c1 (stereo not drawn)	-25	-0.1	1.2	-5	0.8	25	-7	-4	108	102
O=C(C1CCN(c2nnc(-n3cccc3)s2)CC1)N1CCN(Cc2ccc3c(c2)OCO3)CC1	29	-0.1	0.9	0	2.8	-29	17	1	86	100
COc1ccc(NC(=O)CCC(=O)N(Cc2ccc(OC)c(OC)c2)c2nccs2)cc1	-8	-0.4	1.2	-20	10*	8	-4	1	103	99
c1ccc(-c2c[nH]c3[n+]2CCCCC3)cc1	7	-0.1	1	1	1.1	-7	12	0	96	100
CCSc1nnc(NC(=O)CSc2nccn2-c2cccc(C)c2)s1	12	-0.3	1.1	-8	0.3	-12	1	-3	102	103
NNC(=O)CN(CCc1ccccc1)S(=O)(=O)c1ccc(Cl)cc1	-27	-0.3	0.96	-6	0.6	27	-1	0	109	98
CCn1c(-c2ccc(C(C)(C)C)cc2)n[nH]c1=S	-18	-0.5	0.91	-4	0.6	18	22	7	85	94
Cc1cc(C)cc(NC(=O)Cn2ncn3c(cc4ccccc43)c2=O)c1	16	-0.1	0.85	-3	4.4	-16	-13	-8	115	107
CCc1ccc(NC(=O)CSc2nc3n[nH]c(C)c3c(=N)n2-c2cccc(OC)c2)cc1	-4	-0.2	0.5	-8	2.2	5	18	-14	87	113
COc1ccc(Br)cc1/C=N/Nc1cccc(C(=O)O)c1	-18	-0.3	1.8	-3	-0.2	18	-10	-9	104	108
O=C(CCNS(=O)(=O)c1cccc2nonc12)NC1CCCCCC1	-26	-0.4	1.2	-4	0.6	26	-5	-1	104	102
Cc1ccccc1C(=O)N1CCN(c2nc(N3CCOCC3)nc(N3CCOCC3)n2)CC1	2	0.0	0.95	-7	0.1	-2	5	0	95	100
CCOc1ncccc1C(=O)N1CCN(S(=O)(=O)c2ccccc2)CC1	-30	-0.4	1.2	-7	1.7	30	2	3	99	97
Next section:
SMILES	APP 5UTR inh	Hsp70 activator	NF-kB expr up	FLuc inh counter	RAM inhibit	APP 5'UTR act	STAT3 blocker	STAT1 blocker	STAT3 activator	STAT1 activator
C/C(CC(=O)N1CCN(C=O)CC1)=N\NC(=O)c1ccc([N+](=O)[O-])cc1	10	0.1	1	-8	-1.0	-10	4	-16	99	113
O=C(Nc1ccc(N2CCN(C(=O)c3ccco3)CC2)cc1)c1cccnc1Cl	-11	-0.1	1.2	-4	-0.5	11	9	0	96	99
Cc1cccc(C)c1NC(=S)N1CCCN(C)CC1	-17	-0.3	1.4	-7	0.4	17	2	4	100	96
Cc1ccc(N(CC(=O)NCCSCc2ccco2)S(C)(=O)=O)cc1	2	0.1	1	3	2.9	-2	-5	-1	108	101
O=C(CSc1nccc(=O)[nH]1)N1CCN(c2ccccc2)CC1	2	-0.2	1.1	-9	1.8	-2	6	-7	100	104
O=C(/C=C/Nc1ccc(Oc2ccccc2)cc1)c1ccco1	-164	-0.1	5.4*	69*	1.9	164*	34	-46	74	140*
CC(C)Oc1c(Cl)cc(CNC(C)(C)CO)cc1Cl	2	-0.4	1	-2	2.1	-2	0	-1	102	101
CCC(=O)Nc1ccccc1C(=O)C(=O)Nc1ccccc1	-2	-0.1	1.3	-3	0.7	2	-3	-7	103	106
Cc1ccc(CNC(=O)COC(=O)Cc2ccc(-c3ccccc3)cc2)cc1	2	0.1	1.9	-2	8.3	-2	2	3	97	98
Cc1oc(-c2ccccc2)cc1C(N)=O	7	-0.2	1.1	-4	-0.5	-7	9	-1	95	101
Cc1sc2nc(C3CC3)nc(SCC(=O)N3CC(=O)Nc4ccccc43)c2c1C	16	-0.2	1.1	-1	3.0	-16	6	-8	96	107
CC(=O)c1ccc(OCC(O)CN2CCC(C)CC2)cc1 (stereo not drawn)	0	-0.1	1.1	-3	0.8	0	10	-4	99	104
COc1ccc2cc(C(=O)Nc3ccc(O)cc3)sc(=O)c2c1OC	-11	-0.1	1.1	-1	6.6	11	8	-4	100	104
CCOC(=O)Cc1csc(NC(=O)c2c(-c3ccccc3)noc2C)n1	0	0.1	1.1	-9	3.0	0	4	1	97	99
Cc1ccc(N(Cc2ccc([N+](=O)[O-])cc2)C(=O)c2ccco2)cc1	-2	-0.2	1.3	-3	4.0	2	6	9	104	92
O=c1[nH]c2ccc(Cl)cc2c(-c2ccccc2)c1N1CCN(CCO)CC1	-4	-0.6	1.2	-4	0.7	4	7	6	98	95
CCCCC(=O)NC(=S)NNC(=O)CC	2	0.0	1.2	-5	0.2	-2	2	0	102	103
COc1ccc(CCNC(=O)c2c(-c3ccccc3)noc2C)cc1OC	5	-0.1	0.93	-4	0.1	-5	-1	5	107	96
COC(=O)Cc1ccc(N(Cc2ccccc2F)S(=O)(=O)c2ccc(Br)cc2)cc1	15	-0.3	0.96	-2	6.0	-15	13	8	92	93
COc1ccc(NC(=O)c2c(Cl)nc3ccccn23)cc1	-45	0.2	1	11	2.1	45	16	-38	92	134*
O=C(O)c1cccc(-n2cccc2/C=C2/NC(=O)N(Cc3ccccc3F)C2=O)c1	5	-0.5	1.1	-8	3.0	-5	-1	7	102	92
O=C1C2CCCN2c2ccc(S(=O)(=O)N3CCOCC3)cc2N1Cc1cccc(C(F)(F)F)c1 (stereo not drawn)	-4	-0.3	1.3	-10	0.1	4	-18	5	115	96
Cc1ccccc1OCC(=O)NNC(=S)NC(=O)c1ccccc1[N+](=O)[O-]	-5	-0.4	0.91	-9	1.0	5	1	-4	96	104
Brc1ccc(-c2csc(N3CCOCC3)n2)cc1	-107	0.5	3.4*	9	1.3	107	21	-58	88	151*
Cc1oc2cc(O)ccc2c(=O)c1Oc1ccccc1	4	-0.1	1.3	1	1.6	-4	5	1	98	99
Carrying on:
SMILES	APP 5UTR inh	Hsp70 activator	NF-kB expr up	FLuc inh counter	RAM inhibit	APP 5'UTR act	STAT3 blocker	STAT1 blocker	STAT3 activator	STAT1 activator
CN1CCc2c(OCC(=O)N3N=C(c4cccs4)CC3c3ccc(F)cc3)cccc2C1=O (stereo not drawn)	0	-0.3	1.1	-4	-0.5	0	-14	0	111	100
CCOC(=O)C1CCN(C(=O)c2ccccc2NS(=O)(=O)c2cc(C)ccc2C)CC1	-7	-0.1	0.96	-4	1.0	7	4	5	96	95
O=C(NCc1ccco1)/C(=C\C=C\c1ccccc1)NC(=O)c1ccccc1Br	-7	0.0	0.39	0	1.7	7	16	-19	90	115
COC(=O)c1c(NC(=O)C2CCCCC2C(=O)O)sc2c1CCCCC2 (stereo not drawn)	2	-0.2	1.6	-5	2.0	-2	0	-34	101	130*
CCOc1ccc2c(c1)sc(=NC(=O)C1CC1)n2C	-56	0.7	3	37	1.8	56	1	-58	99	150*
CCCCNC(=O)CC1C(=O)N(Cc2ccccc2)C(C)c2nc3ccccc3n21 (stereo not drawn)	3	-0.3	0.95	8	0.2	-3	4	-6	101	106
Cc1ccc(C(=O)N2CCN=C2SCc2ccc([N+](=O)[O-])cc2)cc1	9	-0.5	0.96	-4	1.6	-9	0	-4	96	103
Cc1cc(/C=C(\C#N)C(=O)O)c(C)n1C1CC1	18	-0.2	1.3	4	0.1	-18	-10	-11	117	110
Cc1cc2ccccc2n2c(SCC(=O)Nc3ccc(S(=O)(=O)N4CCCCC4)cc3)nnc12	-10	0.0	0.59	-9	0.4	10	22	0	87	100
COc1cc(/C=C/C(=O)c2ccc(F)cc2)cc(OC)c1OC	-5	0.6	1.2	-2	0.5	5	9	11	100	90
Cc1ccnc(NC(=O)Cc2ccc([N+](=O)[O-])cc2)c1	-8	0.1	0.84	-4	2.7	8	11	-6	95	105
CCOC(=O)CSc1nc(C)c2ccc(C)cc2n1	3	-0.5	1.1	-5	0.5	-3	-1	1	102	97
O=C(NCC1CCCO1)c1cc(-c2ccncc2)nc2ccc(S(=O)(=O)N3CCOCC3)cc12 (stereo not drawn)	-16	0.6	1.4	-7	0.6	16	3	-2	99	101
COc1ccccc1-c1cc(C(F)(F)F)n2ncc(S(=O)(=O)c3ccccc3)c2n1	-4	-0.1	1.1	-2	0.8	4	3	-3	102	103
CCC(=O)Nc1ccc2nc(C)n(Cc3ccccc3Cl)c(=O)c2c1	-31	-0.3	1.2	-2	1.2	31	-10	4	111	99
COc1ccccc1NC(=O)CC(c1ccc(OC(C)C)cc1)c1ccccc1OC (stereo not drawn)	-13	-0.4	0.51	-1	7.9	13	14	-3	90	102
Cc1cccc(C)c1NC(=O)C(C)c1ccc(-c2ccccc2)c(F)c1 (stereo not drawn)	-6	-0.3	0.73	-10	3.6	6	-4	2	108	98
CCOC(=O)CNC(=O)c1cccnc1	-7	-0.5	1.1	-9	1.1	7	6	-1	98	101
Cc1ccc(N(CN2C(=O)NC(C)(C)C2=O)CN2C(=O)NC(C)(C)C2=O)cc1	4	-0.4	0.83	-10	1.6	-5	3	0	101	98
COc1ccc([N+](=O)[O-])cc1NC(=O)CCN1CCN(CCO)CC1	1	0.0	1.4	-6	3.9	-1	5	4	97	97
Cc1nc(-c2cccc(NS(=O)(=O)c3ccc4ccccc4c3)c2)cs1	-3	-0.1	1	-1	6.5	3	5	-4	99	104

Quoted at random: 3 entries already listed, in no set order.
SMILES	APP 5UTR inh	Hsp70 activator	NF-kB expr up	FLuc inh counter	RAM inhibit	APP 5'UTR act	STAT3 blocker	STAT1 blocker	STAT3 activator	STAT1 activator
Cc1ccnc(NC(=O)Cc2ccc([N+](=O)[O-])cc2)c1	-8	0.1	0.84	-4	2.7	8	11	-6	95	105
CCOC(=O)C1CCN(C(=O)c2ccccc2NS(=O)(=O)c2cc(C)ccc2C)CC1	-7	-0.1	0.96	-4	1.0	7	4	5	96	95
CCOc1ccc2c(c1)sc(=NC(=O)C1CC1)n2C	-56	0.7	3	37	1.8	56	1	-58	99	150*

From PubChem BioAssay
